Rv3671c inh: Rv3671c serine protease inhibitors, primary screen, biochemical, fluorescence polarization, M. tuberculosis H37Rv; inhibition, % at 5.96 µM; actives 0.048% (n = 320,000); in the data active means inhibition above about 38%;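 further: extracellular domain of Rv3671c used as enzyme; 0% = enzyme with DMSO and 100% = no enzyme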
Target sequence (P9WHR9 whole entry, looked up, the tested form may be a part): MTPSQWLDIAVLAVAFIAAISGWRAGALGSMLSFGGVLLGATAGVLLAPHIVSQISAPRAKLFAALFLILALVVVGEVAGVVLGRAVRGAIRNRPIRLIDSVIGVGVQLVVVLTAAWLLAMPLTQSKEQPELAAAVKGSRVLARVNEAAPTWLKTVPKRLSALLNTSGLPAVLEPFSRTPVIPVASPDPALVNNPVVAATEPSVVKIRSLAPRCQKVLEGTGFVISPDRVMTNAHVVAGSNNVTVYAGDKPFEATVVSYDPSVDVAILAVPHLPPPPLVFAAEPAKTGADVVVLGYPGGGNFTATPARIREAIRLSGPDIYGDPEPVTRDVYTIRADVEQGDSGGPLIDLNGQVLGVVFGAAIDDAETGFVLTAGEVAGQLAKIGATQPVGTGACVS
PfHsp40 rescue: rescue of yeast from PfHsp40 toxicity, primary screen, S. cerevisiae, ATP luminescence; growth rescue, % at 12.5 µM; S. cerevisiae expressing PfHsp40, growth rescue; actives 0.68% (n = 340,000); in the data active means growth rescue above about 28%, passing the limit was not always enough; inconclusive means no clear call, values can overlap the other calls;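 further: yeast W303a lacking pdr1 and pdr3 grown in galactose medium; growth measured after three days at 30 °C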
BH1578 lux ind: inducers of Vibrio cholerae quorum light production without autoinducers, primary screen, BH1578 luxS cqsA deficient, single point | V. cholerae BH1578 lux reporter, luminescence, 6 h | activation, % at 18.7 µM | actives 0.16% (n = 350,000); in the data active means activation mostly above about 9.7%, no sharp cut-off; inconclusive means no clear call, values can overlap the other calls; inactive means mostly below about 3.7%; further: not every result past the cut was called active; inactives centre near 0; reference of the scale not given here
Anthrax LF prot: Bacillus anthracis LF protease inhibitors, primary screen, biochemical, multiplex microsphere, MLPCN library; Lethal factor (Bacillus anthracis), P15917; multiplex microsphere protease cleavage assay; inhibition, % at 10 µM; actives 0.12% (n = 360,000); AID 588501, 2011; in the data active means inhibition above about 30%; inconclusive means no clear call, values can overlap the other calls; further: plate controls were buffer without enzyme for full effect and enzyme alone for no effect
DUSP3 inh: VHR1 phosphatase inhibitors, primary screen, biochemical, absorbance, uHTS; recombinant VHR phosphatase, pNPP absorbance; inhibition, % at 13.3 µM; actives 0.52% (n = 290,000); AID 1654, 2009; in the data active means inhibition above about 50%; further: some compounds called inactive have numbers as strong as hits
Target sequence (P51452 whole entry, looked up): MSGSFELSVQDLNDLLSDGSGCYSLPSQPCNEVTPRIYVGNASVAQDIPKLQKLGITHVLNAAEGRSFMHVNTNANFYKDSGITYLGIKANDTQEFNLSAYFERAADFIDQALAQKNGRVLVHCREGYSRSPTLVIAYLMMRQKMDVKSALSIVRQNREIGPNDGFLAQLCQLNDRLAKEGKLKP
TcdB GH inh: TcdB glycohydrolase inhibitors, primary screen, biochemical, single point, plate reader; Toxin B (Clostridioides difficile), P18177; TcdB glycohydrolase enzymatic assay; inhibition, % at 9.99 µM; actives 0.24% (n = 350,000); in the data active means inhibition above about 10%
3CLpro inhibitor: SARS-CoV 3CLpro protease inhibitors, primary screen, biochemical, quenched FRET; Replicase polyprotein 1ab (Severe acute respiratory syndrome coronavirus), P0C6X7; recombinant SARS-CoV 3CLpro, quenched FRET peptide cleavage; inhibition, % at 6 µM; actives 0.14% (n = 290,000); AID 1706, 2009; in the data active means inhibition above about 12%
SSB-PriA inh: inhibitors of Klebsiella pneumoniae PriA binding to SSB C-terminal tail, primary screen, biochemical, AlphaScreen. inhibition, % at 33 µM. actives 0.6% (n = 430,000). AlphaScreen SSBct-PriA binding, biotinylated peptide. PriA–SSB C-terminal tail interaction (Klebsiella pneumoniae); in the data active means inhibition mostly above about 37%, no sharp cut-off; inactive means mostly below about 20%;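 further: plate controls were negative control peptide for no effect and reference peptide for full effect; strong numbers were not always called active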
MazF activator: activators of E. coli MazEF toxin-antitoxin RNase, primary screen, biochemical, fluorescence, uHTS; activation, % at 20 µM; actives 0.32% (n = 350,000); Endoribonuclease toxin MazF (Escherichia coli (strain K12)), P0AE70; FAM/BHQ RNA-DNA oligo cleavage fluorescence, 5 h; in the data active means activation above about 50%
Target sequence (P0AE70 whole entry, looked up): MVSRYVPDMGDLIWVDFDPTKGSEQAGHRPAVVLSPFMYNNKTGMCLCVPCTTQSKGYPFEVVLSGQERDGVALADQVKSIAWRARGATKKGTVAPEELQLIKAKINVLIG
Y pestis TopoI: Yersinia pestis topoisomerase I inhibitors, primary screen, biochemical, cleavage product accumulation, plate reader, single point; DNA topoisomerase I (Yersinia pestis CO92); Y. pestis Topo-I cleavage product accumulation; activity, % at 10 µM; actives 0.064% (n = 360,000); AID 504884, 2011; in the data active means activity above about 50%, passing the limit was not always enough; inconclusive means no clear call, values can overlap the other calls; further: inactives centre near 2
* hit, by the source's call; i = inactive; ? = inconclusive; . = no result given; & = joins results of further samples.

SMILES | Rv3671c inh | PfHsp40 rescue | BH1578 lux ind | Anthrax LF prot | DUSP3 inh | TcdB GH inh | 3CLpro inhibitor | SSB-PriA inh | MazF activator | Y pestis TopoI
Cc1cc2c(cc1S(=O)(=O)N(C)Cc1ccccc1)n(C)c(=O)c(=O)n2C | 3.0 | -0.1 | i | 3.6 | 37.0 | 0.3 | 2.8 | 5.4 | 1.8 | 7.3
O=C(NCCCN1CCCC1)c1ccc(CS(=O)(=O)c2ccc(Cl)cc2)o1 | -1.0 | -0.9 | -0.4 | -1.7 | 16.6 | 0.7 | 1.0 | 10.6 | 1.5 | 4.5
O=C(c1ccc(F)cc1)c1cnc(Nc2ccccc2)s1 | -4.8 | 0.4 | i | 4.9 | 5.8 | -0.7 | 3.0 | 1.1 | -9.3 | 5.3
CC1(C)Cc2cccc(OCC(=O)OCC(=O)c3ccccc3)c2O1 | -6.8 | 8.0 | -3.5 | -6.8 | . | 0.4 | . | -6.4 | -2.4 | 20.2
C[C@H](NC(=O)c1nc[nH]c1C(=O)NC1CCN(C(=O)OC(C)(C)C)CC1)C(=O)OCc1ccccc1 | -12.5 | 1.1 | 0.0 | -0.1 | 13.9 | 0.5 | 4.5 | 7.5 | 8.2 | 4.6
CC1CCN(c2nc(Cl)nc(Nc3ccc([N+](=O)[O-])cc3)n2)CC1 | -17.7 | 0.1 | i | 0.4 | -14.2 | 1.4 | 1.2 | 22.1 | 2.3 | -8.0
O=c1n(Cc2ccccc2Cl)nc2n1-c1ccccc1SC2 | 2.1 | -0.2 | -1.1 | -8.3 | -2.7 | -0.2 | 2.7 | -5.0 | -4.6 | 5.2
COc1ccc(S(=O)(=O)N(Cc2cccnc2)Cc2cc3ccccc3[nH]c2=O)cc1 | -7.8 | 0.6 | -0.3 | -5.3 | 14.0 | -5.4 | -0.6 | 12.3 | 9.2 | 22.3
COc1ccc(OC)c(S(=O)(=O)NCCCN2CCOCC2)c1 | -9.9 | 0.8 | i | 5.8 | . | -7.3 | . | 6.8 | -8.9 | -10.2
COc1ccc(C)cc1N(CC(=O)NCCN1CCOCC1)S(=O)(=O)c1ccccc1 | 4.4 | 0.6 | 1.6 | -2.5 | . | 0.3 | . | 0.3 | -4.2 | -2.8
O=C(COc1ccc([N+](=O)[O-])cc1)Nn1cnnc1 | 6.3 | 0.2 | -0.2 | -6.2 | 19.9 | 1.0 | 2.2 | -0.4 | 0.6 | -1.7
O=C(Nc1ccc2nsnc2c1)NC1CCCCC1 | -0.5 | -0.5 | i | 4.5 | -2.0 | . | 5.2 | -25.0 | 1.5 | 1.2
CCOc1cc(/C=N/NC(=O)C(=O)N/N=C/c2ccc(O)c(OCC)c2)ccc1O | 7.4 | -0.9 | -1.3 | -0.6 | 19.3 | 1.1 | 3.1 | . | 1.6 | -3.5
CCCCCn1nc(C(=O)OCc2nc(N)nc(Nc3ccccc3)n2)c2ccccc2c1=O | -20.2 | 1.8 | -1.0 | 0.7 | . | 0.2 | . | -2.0 | -24.0 | 18.8
Cc1cc([N+](=O)[O-])nn1CC(=O)Nc1cnc2ccccc2c1 | -1.6 | -0.9 | -0.2 | -2.3 | 24.9 | 1.4 | 0.1 | 3.4 | 2.7 | -8.0

Looked up above.
Under Y pestis TopoI, `CCOc1cc(/C=N/NC(=O)C(=O)N/N=C/c2ccc(O)c(OCC)c2)ccc1O` is listed with -3.5
Under Y pestis TopoI, `COc1ccc(S(=O)(=O)N(Cc2cccnc2)Cc2cc3ccccc3[nH]c2=O)cc1` is listed with 22.3
Under TcdB GH inh, `O=c1n(Cc2ccccc2Cl)nc2n1-c1ccccc1SC2` is listed with -0.2

Among those listed so far, these have an aryl methoxy group.
SMILES | Rv3671c inh | PfHsp40 rescue | BH1578 lux ind | Anthrax LF prot | DUSP3 inh | TcdB GH inh | 3CLpro inhibitor | SSB-PriA inh | MazF activator | Y pestis TopoI
COc1ccc(S(=O)(=O)N(Cc2cccnc2)Cc2cc3ccccc3[nH]c2=O)cc1 | -7.8 | 0.6 | -0.3 | -5.3 | 14.0 | -5.4 | -0.6 | 12.3 | 9.2 | 22.3
COc1ccc(OC)c(S(=O)(=O)NCCCN2CCOCC2)c1 | -9.9 | 0.8 | i | 5.8 | . | -7.3 | . | 6.8 | -8.9 | -10.2
COc1ccc(C)cc1N(CC(=O)NCCN1CCOCC1)S(=O)(=O)c1ccccc1 | 4.4 | 0.6 | 1.6 | -2.5 | . | 0.3 | . | 0.3 | -4.2 | -2.8

Other compounds:
SMILES | Rv3671c inh | PfHsp40 rescue | BH1578 lux ind | Anthrax LF prot | DUSP3 inh | TcdB GH inh | 3CLpro inhibitor | SSB-PriA inh | MazF activator | Y pestis TopoI
Cc1ccc(-c2csc(N3CCC(NS(=O)(=O)c4ccc5c(c4)OCCO5)CC3)n2)cc1 | -19.7 | 7.2 | -0.9 | -5.6 | 12.3 | . | -1.3 | 3.5 | -7.9 | 42.1
O=C(CN1C(=O)NC2(CCCCCC2)C1=O)N1CCC(Cc2ccccc2)CC1 | -3.0 | 0.6 | i | -3.8 | 26.8 | . | -2.7 | -4.0 | 2.2 | -3.8
CC1=C(C#N)C(Nc2cc(C)ccn2)(C(F)(F)F)C(=O)N1 (stereo not drawn) | -12.5 | 0.2 | -0.2 | 4.5 | 24.4 | . | 3.3 | -20.5 | -4.5 | -3.1
Cc1cc(C)cc(NC(=S)N2CCN(C(=O)c3ccco3)CC2)c1 | -3.9 | 0.1 | -0.1 | -3.3 | 1.6 | 2.2 | 2.9 | 1.8 | 2.8 | 3.0
Cc1c(NC(=O)c2cccc(NC(=O)Cc3ccccc3F)c2)c(=O)n(-c2ccccc2)n1C | 3.6 | 0.6 | -0.2 | -3.4 | . | -0.5 | . | 6.3 | 2.8 | -5.8
CC1CC(=O)N(CC(=O)NCc2ccc3c(c2)OCO3)c2ccccc2S1 (stereo not drawn) | 2.5 | -1.5 | 3.7 | -0.9 | -0.1 | . | 2.1 | -3.0&6.8 | 4.1 | -4.2
CCOCCCNC(=S)N(CCN(CC)CC)Cc1cc2cc3c(cc2[nH]c1=O)OCCO3 | 3.6 | 0.7 | 3.8 | 5.5 | 11.4 | -0.7 | -3.1 | -12.0 | 6.3 | 4.8
COc1ccc(NC(=O)C23CC4CC(C2)CC(n2cnc(Br)n2)(C4)C3)cc1OC | -0.3 | 0.6 | 0.2 | -4.1 | 16.6 | -1.8 | 6.2 | -5.8 | -0.5 | 2.8
O=Cc1ccc(O)c(O)c1 | 4.3 | -0.9 | 4.3 | -14.4 | -10.7 | 5.4 | -1.5 | -0.2 | 8.9 | -1.3
CC(C)CN1C(=O)NC(NC(=O)c2cccs2)(C(F)(F)F)C1=O (stereo not drawn) | -4.0 | 1.3 | i | 0.6 | 9.6 | . | 0.5 | -10.9 | 0.8 | -3.1
CCCc1cc(=O)[nH]c(SCC(=O)NC2CCCCCCC2)n1 | -1.6 | -0.5 | i | -2.3 | . | -8.6 | . | -10.9 | -17.3 | 5.9
CCOC(=O)CNc1c(-c2ccccc2)nc2ccc(Cl)cn12 | 5.2 | -2.0 | i | 2.5 | 2.7 | . | -0.5 | 0.3 | -1.6 | 7.7
Cc1ccc2nc(SC(C)C(=O)NC3CCCc4ccccc43)[nH]c2c1 (stereo not drawn) | -3.5 | 0.2 | -0.3 | 0.3 | -8.8 | . | 0.8 | -2.7 | 8.5 | 18.9
CC1C/C(=N\NC(=S)NCc2ccccc2)CC(C)(C)C1 (stereo not drawn) | -4.0 | -0.3 | i | -4.1 | 13.3 | . | 3.0 | . | -2.7 | 1.7
CC(CCc1ccccc1)NC(=O)c1ccc(F)cc1 (stereo not drawn) | -2.8 | -1.4 | -3.8 | -3.8 | -10.3 | 1.3 | -4.2 | -3.4 | -8.1 | 0.5
CCOc1ccc(Cc2onc3c2C(=O)CCC3)cc1OCC | 1.9 | -0.6 | i | -3.0 | 19.0 | 2.4 | -1.1 | -6.7 | 3.1 | -13.3
Cn1c(=O)c2c(nc(SCC(=O)N3CCc4ccccc4C3)n2C)n(C)c1=O | -6.5 | -1.6 | i | -1.4 | 1.5 | 1.4 | 0.9 | 4.9 | 2.7 | -0.8
C/C(=N\NC(=O)CC#N)c1cc2ccc(O)cc2oc1=O | 4.5 | -1.7 | -0.2 | -9.0 | -3.0 | -7.7 | 3.9 | . | -175.1 | 4.8
O=C(NNC(=O)C1CCN(S(=O)(=O)c2cccc(Cl)c2)CC1)C1CC1 | 12.4 | -0.9 | i | -10.3 | -22.9 | 0.6 | 4.3 | -14.0 | 0.2 | -4.0
O=C(Cn1cncn1)NCc1cccc(C(F)(F)F)c1 | 1.8 | 0.6 | -0.6 | -4.7 | 5.6 | -0.2 | 8.1 | -13.3 | 7.3 | 1.3
N#CCC(CNc1ncc(C(F)(F)F)cc1Cl)OC(=O)c1cccc(C(F)(F)F)c1 (stereo not drawn) | 0.7 | 8.0 | i | -7.3 | 2.6 | 0.2 | 2.5 | -8.9 | 5.8 | 3.6
COP(=O)(OC)C(NC(=O)/C=C/c1ccccc1)C(Cl)(Cl)Cl (stereo not drawn) | 5.2 | 0.7 | -1.8 | -7.5 | 7.7 | 1.6 | 1.7 | -6.1 | 18.0 | 8.2
Cc1cc(S(=O)(=O)Nc2nc(CN3CCOCC3)nc3sc4c(c23)CCC4)cc(C)c1C | . | 1.1 | i | . | . | 2.7 | . | 7.1 | 1.3 | 18.1
COc1ccc(Cl)cc1C(=O)NNC(=S)NC(=O)c1cc(-c2ccc(Cl)cc2)nc2ccccc12 | 8.9 | -1.3 | i | -0.3 | 33.8 | . | 1.5 | -5.0 | -0.1 | 4.7
Cc1ccc(S(=O)(=O)/C(C#N)=C/c2c(N3CCCCC3)nc3ccccn3c2=O)cc1 | -2.4 | . | -0.7 | ? | -4.9 | 0.6 | 2.5 | 7.7 | -11.2 | 26.9
Cn1c(-c2ccsc2)c(-c2cccs2)c2cc(Br)ccc21 | 2.9 | 0.6 | -0.3 | -1.9 | . | 1.8 | . | -3.7 | -5.8 | -7.2
CCN1CCN(Cc2c(O)ccc3c(=O)c(-c4ccc(OC)c(OC)c4)c(C)oc23)CC1 | 5.1 | 0.0 | -1.7 | 2.3 | 3.6 | . | -1.1 | 1.5 | 3.5 | -0.3
O=S(=O)(c1ccccc1F)N1CCN(Cc2cc3c(cc2Br)OCCO3)CC1 | -7.9 | 0.8 | -1.8 | -5.9 | . | 0.4 | . | 1.9 | -9.0 | 24.5
Cc1cccc(Nc2nnc(SCc3cn4ccsc4n3)s2)c1 | -0.1 | -0.2 | i | -5.0 | 10.0 | . | -2.8 | 14.0 | -3.7 | 1.6
Cc1cc(Oc2nnnn2-c2ccccc2)ccc1Cl | -5.8 | 0.6 | -3.5 | -2.4 | -12.0 | . | 3.5 | -45.9 | -0.4 | 9.1
CSc1ncc(CN2CCN(C3CCN(C(C)C)CC3)C(CCO)C2)cn1 (stereo not drawn) | . | 0.0 | 1.6 | -2.6 | 25.2 | 1.5 | -4.0 | -6.6 | 13.0 | -8.2
CCS(=O)(=O)N1CCN(c2cccc(C)c2C)CC1 | 4.7 | 0.7 | -0.5 | -4.0 | 18.9 | . | 7.0 | -26.8 | 1.1 | -0.9
CC1(c2ccc3ccccc3c2)NC(=O)N(CC(N)=O)C1=O (stereo not drawn) | -8.9 | -0.8 | i | 4.2 | 6.0 | 0.7 | -4.8 | -11.4 | 6.6 | 0.6

Source: PubChem BioAssay

Only part of the results is shown, so the mix of outcomes need not match the whole.
